yeast mlh1 rad18: NCI yeast anticancer drug screen, S. cerevisiae mlh1 rad18 strain; growth inhibition, % at 50 µM; 11% of 79,000 active;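 also: 0% = growth of vehicle-only cultures of the same strain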
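Steps: expose repair-defective yeast to compound; measure growth; express inhibition against vehicle-treated controls.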
yeast rad50: NCI yeast anticancer drug screen, S. cerevisiae rad50 strain; growth inhibition, % at 50 µM; 10% of 79,000 active; AID 155;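 also: 0% = growth of vehicle-only cultures of the same strain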
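Compounds were tested on a yeast strain with an engineered DNA damage repair alteration; the reported value is growth inhibition normalised to vehicle treatment.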
yeast mec2-1: NCI yeast anticancer drug screen, S. cerevisiae mec2-1 strain; 9% of 79,000 active; AID 157; % growth inhibition at 50 µM;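 also: 0% = growth of vehicle-only cultures of the same strain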
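Compounds were applied to mec2-1 yeast cells. Their growth was then compared with that of vehicle-treated cultures to give growth inhibition.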
sgs1 mgt1: NCI yeast anticancer drug screen, S. cerevisiae sgs1 mgt1 strain. % growth inhibition at 50 µM. 10% of 78,000 active. AID 161;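 also: 0% = growth of vehicle-only cultures of the same strain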
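Compounds are added to genetically altered yeast, and growth is compared with cultures given vehicle alone to give percent inhibition.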
yeast bub3: NCI yeast anticancer drug screen, S. cerevisiae bub3 mutant strain | % growth inhibition at 50 µM | 9.9% of 78,000 active;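 also: 0% = growth of vehicle-only cultures of the same strain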
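Readout: yeast growth inhibition, expressed relative to vehicle-only wells. The test organism is a mutant strain from a panel with lesions in DNA repair or checkpoint genes.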
cln2 rad14: NCI yeast anticancer drug screen, S. cerevisiae cln2 rad14 strain; growth inhibition, % at 50 µM; 8.3% of 78,000 active;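 also: 0% = growth of vehicle-only cultures of the same strain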
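Compounds are applied to the cln2 rad14 yeast strain, and growth is then compared with that of vehicle-treated cultures to give inhibition.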
* = called active by the depositor; x = not tested or not shown; & = joins results of further samples. Rule as the data show it: active = growth inhibition above about 70%; inactive = the rest.

SMILES | yeast mlh1 rad18 | yeast rad50 | yeast mec2-1 | sgs1 mgt1 | yeast bub3 | cln2 rad14
COC(=O)c1ccccc1O | -20 | -3 | 2 | -8 | 1 | -39
NCCCCC(N)C(=O)O (configuration not stated) | 22 | 7 | 9 | -34 | -2 | 9
CN[C@@H]1[C@H](O)[C@H](NC)[C@H]2O[C@@]3(O)C(=O)C[C@@H](C)O[C@H]3O[C@@H]2[C@H]1O | -9 | 7 | -23 | -22 | -13 | 7
CCCCCCCCCCCCCCCC[N+](C)(C)Cc1ccccc1 | 99* | 99* | 99* | 99* | 99* | 99*
CC1(C)C2CCC1(CS(=O)(=O)O)C(=O)C2 (configuration not stated) | -1 | -14 | -7 | -12 | -5 | -58
COC1/C=C\OC2(C)Oc3c(C)c(O)c4c(O)c(c5c(c4c3C2=O)NC2(CCN(C)CC2)N=5)=NC(=O)/C(C)=C\C=C\C(C)C(O)C(C)C(O)C(C)C(OC(C)=O)C1C (configuration not stated) | 3 | 3 | 3 | -1 | 7 | 10
COc1cc(C=O)ccc1O | 14&8 | 12&0 | 3&0 | 16&-6 | 13&-2 | 6&4
O=c1cc(-c2ccccc2)oc2c(O)c(O)cc(O)c12 | 25 | 12 | -11 | x | x | x
C=CCCCCCCCCC(=O)OC | -31 | -12 | -18 | 10 | -5 | -10
CC1(C)O[C@@H]2C[C@H]3[C@@H]4C[C@H](F)C5=CC(=O)C=C[C@]5(C)[C@@]4(F)[C@@H](O)C[C@]3(C)[C@]2(C(=O)CO)O1 | -8 | -2 | -26 | 0 | -58 | -5
Cc1cc(=O)oc2cc(O)ccc12 | -3&6 | 11&-14 | 1&-26 | 3&-18 | -1&-13 | -3&-11
CC(=O)Oc1ccc2c(C)cc(=O)oc2c1 | 24 | 8 | 5 | -41 | 2 | -35
Cl | -33&-16 | -6&-13 | 18&-29 | 2&-10 | -38&-5 | 2&-1
O=P(O)(O)OP(=O)(O)O | 26 | -15 | -15 | -2 | -55 | -12
CCCCN(CCCC)CCCOC(=O)c1ccc(N)cc1 | 39 | 17 | 33 | 17 | -2 | 55

An excerpt from further up:
SMILES | yeast mlh1 rad18 | yeast rad50 | yeast mec2-1 | sgs1 mgt1 | yeast bub3 | cln2 rad14
COC(=O)c1ccccc1O | -20 | -3 | 2 | -8 | 1 | -39
NCCCCC(N)C(=O)O (configuration not stated) | 22 | 7 | 9 | -34 | -2 | 9
CN[C@@H]1[C@H](O)[C@H](NC)[C@H]2O[C@@]3(O)C(=O)C[C@@H](C)O[C@H]3O[C@@H]2[C@H]1O | -9 | 7 | -23 | -22 | -13 | 7
CCCCCCCCCCCCCCCC[N+](C)(C)Cc1ccccc1 | 99* | 99* | 99* | 99* | 99* | 99*
CC1(C)C2CCC1(CS(=O)(=O)O)C(=O)C2 (configuration not stated) | -1 | -14 | -7 | -12 | -5 | -58
COC1/C=C\OC2(C)Oc3c(C)c(O)c4c(O)c(c5c(c4c3C2=O)NC2(CCN(C)CC2)N=5)=NC(=O)/C(C)=C\C=C\C(C)C(O)C(C)C(O)C(C)C(OC(C)=O)C1C (configuration not stated) | 3 | 3 | 3 | -1 | 7 | 10
COc1cc(C=O)ccc1O | 14&8 | 12&0 | 3&0 | 16&-6 | 13&-2 | 6&4
O=c1cc(-c2ccccc2)oc2c(O)c(O)cc(O)c12 | 25 | 12 | -11 | x | x | x
C=CCCCCCCCCC(=O)OC | -31 | -12 | -18 | 10 | -5 | -10

An excerpt (hit frequency here may not be typical).
